Screening data (PubChem)
procasp3 activ: procaspase-3 (human) activation; P42574; recombinant procaspase-3 D3A, Ac-DEVD-pNA absorbance 405 nm; activation, % at 8.5 µM; 0.11% of 330,000 active; AID 463141;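 active = activation above the mean of all tested compounds plus 3 SD, cut at about 21% in these data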;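 also: 0% = DMSO alone and 100% = DMSO wells spiked with extra 5 µM PC-3 D3A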
Target sequence (P42574 whole entry D9A/D28A/D175A): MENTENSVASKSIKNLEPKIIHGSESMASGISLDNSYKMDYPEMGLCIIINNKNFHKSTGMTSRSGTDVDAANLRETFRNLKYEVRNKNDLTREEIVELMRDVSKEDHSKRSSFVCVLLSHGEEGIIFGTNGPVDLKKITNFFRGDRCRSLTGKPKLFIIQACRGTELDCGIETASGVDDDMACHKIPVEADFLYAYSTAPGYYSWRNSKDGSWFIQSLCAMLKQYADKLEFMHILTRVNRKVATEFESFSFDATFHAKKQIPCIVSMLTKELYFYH
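Test system: Procaspase-3 D3A mutant, all three cleavage aspartates alanine | Dosing: Single dose, 8.5 µM nominal compound, 0.8% DMSO | Schedule: 1 h preincubation, 2 h reaction | Technique: 405 nm absorbance of p-nitroaniline, reads at 0 and 120 min | Repeats: One well per compound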
Fh CTSL1 inh: cathepsin L1 inhibition, PFM18AAP counter-screen. AID 1906. 0.49% of 300,000 active. recombinant F. hepatica cathepsin L1, Z-Leu-Arg-MCA fluorescence. inhibition, % at 5.96 µM;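 active = inhibition above the mean of all tested compounds plus 3 SD, set per screening campaign, cut at about 17% in these data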;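 also: 0% = plate median of test compound wells and 100% = 1 µM Z-Phe-Ala-diazomethylketone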
PP5 primary: PP5 (human) phosphatase inhibition; purified PP5c, OMFP substrate fluorescence; inhibition, % at 6.7 µM; 0.18% of 320,000 active; AID 1987;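 active = inhibition above the campaign's mean inhibition across all tested compounds plus 3 SD, cut at about 9.5% in these data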;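 also: 0% = DMSO only and 100% = 100 µM cantharidin control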
TPT1 inhibitor: inhibitors of Candida albicans tRNA 2'-phosphotransferase TPT1; inhibition, % at 5 µM; recombinant caTPT1, FP RNA substrate dephosphorylation; 0.81% of 300,000 active;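 active = inhibition above the mean of all tested compounds plus 3 SD, set per screening campaign, cut at about 24% in these data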;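 also: plate controls were DMSO alone for no effect and ferristatin control at 100 nM for full effect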
JMJD2C inh: human JMJD2C demethylase inhibition; Q9H3R0; GST-JMJD2C(1-420) H3K9me3 demethylation, DELFIA europium; inhibition, % at 2.35 µM; 0.069% of 330,000 active;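 active = more than half of a compound's replicate wells show inhibition beyond 50%, single wells judged on their own value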;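 also: signal counts dimethyl H3K9 product captured on neutravidin plate; 0% = median of DMSO wells and 100% = 0.3 times that DMSO median; strong numbers were not always called active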
PP1 counter: counter-screen for PP5 inhibitors: inhibitors of human PP1-alpha; 0.9% of 320,000 active; P62136; purified PP1alpha, OMFP fluorescence; inhibition, % at 6.7 µM;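 active = inhibition above the mean inhibition of all tested compounds plus 3 SD, computed separately for each screening campaign, cut at about 15% in these data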
Target sequence (P62136 whole entry, looked up): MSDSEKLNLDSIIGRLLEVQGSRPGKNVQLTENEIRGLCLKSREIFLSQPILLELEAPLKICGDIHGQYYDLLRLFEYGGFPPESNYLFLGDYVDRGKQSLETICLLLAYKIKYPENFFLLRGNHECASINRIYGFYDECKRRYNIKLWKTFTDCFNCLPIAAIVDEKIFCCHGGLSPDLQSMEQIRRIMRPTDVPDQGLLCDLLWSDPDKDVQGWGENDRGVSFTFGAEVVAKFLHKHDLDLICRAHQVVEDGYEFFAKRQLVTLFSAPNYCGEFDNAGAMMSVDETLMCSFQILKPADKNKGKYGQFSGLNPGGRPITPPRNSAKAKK
core dimer inh: HCV core protein dimerization inhibition. TR-FRET GST/Flag-core106 dimerization, 1536-well. inhibition, % at 5 µM. 0.33% of 300,000 active. AID 1899;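 active = inhibition above the mean of all tested compounds plus 3 SD, set per screening campaign, cut at about 45% in these data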
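test system = GST/Flag-tagged HCV core106 proteins | probe or stimulus = Eu donor and XL665 acceptor anti-tag antibodies | times = compound-protein-antibody incubation 4 h at 22.5 °C | signal = TR-FRET, excitation 340 nm, emission 617 and 671 nm | measure = percent inhibition of core106 dimerization signal | controls = wells lacking GST-core106 and wells with excess unlabelled core106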
procasp7 counter: activates human procaspase-7, counter-screen for procaspase-3 activators; P55210; recombinant procaspase-7, Ac-DEVD-pNA absorbance 405 nm; D23A/D198A/D206A triple mutant, cannot self-cleave; scale: DMSO 0, 5 µM enzyme 100; activation, % at 8.5 µM; 0.093% of 330,000 active; AID 463210;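 active = percent activation above the screen-wide mean plus 3 SD, cut at about 25% in these data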
Target sequence (P55210 whole entry D23A/D198A/D206A): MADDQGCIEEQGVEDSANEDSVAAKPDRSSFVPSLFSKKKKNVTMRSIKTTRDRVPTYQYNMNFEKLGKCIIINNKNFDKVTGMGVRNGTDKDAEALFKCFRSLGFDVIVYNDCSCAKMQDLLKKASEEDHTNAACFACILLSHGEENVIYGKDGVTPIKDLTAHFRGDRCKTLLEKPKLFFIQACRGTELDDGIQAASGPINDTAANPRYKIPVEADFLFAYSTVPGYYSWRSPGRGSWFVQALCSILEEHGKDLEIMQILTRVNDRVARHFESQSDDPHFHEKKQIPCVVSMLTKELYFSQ
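Replicates: singlicate. Assay system: Procaspase-7 triple mutant (PC-7 D3A). Signal: 405 nm absorbance of p-nitroaniline. Times: 1 h preincubation, 2 h reaction. Buffer or medium: Zinc-free HEPES pH 7.4 with 300 mM NaCl, 0.01% Triton X-100. Also added: DEVD-pNA substrate. Benchmarks: DMSO wells as 0%, DMSO with 5 µM added PC-7 as 100%.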
Efflux pump inh: antifungal efflux pump inhibition, Nile Red retention; S. cerevisiae Candida pump triplex; inhibition, % at 10 µM; 0.44% of 330,000 active;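 active = plate passing quality check with inhibition over a set limit, or well fluorescence over plate mean plus 4 SD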;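 also: Nile Red retained in pooled yeast measured as flow cytometry median fluorescence; 0% = buffer negative control and 100% = Enniatin B positive control; higher means more Nile Red kept so more efflux inhibition; some compounds called inactive have numbers as strong as hits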
* hit, by the source's call; x = no result given. Compounds as they come; any-hit rate near 2.9%.

SMILES	procasp3 activ	Fh CTSL1 inh	PP5 primary	TPT1 inhibitor	JMJD2C inh	PP1 counter	core dimer inh	procasp7 counter	Efflux pump inh
CCOc1ccc(CCNC(=O)COC(=O)c2sccc2C)cc1OCC	9	-6	0.8	-2	1	-2	-4	2	-0.1
Cc1ccc(OCC(=O)Nc2ccc(N3CCN(C(=O)c4ccc(C)cc4)CC3)cc2)cc1	3	8	2.0	-4	-19	-2	10	8	0.4
COc1cc(S(=O)(=O)NCc2ccncc2)c(OC)cc1Br	-3	-2	-0.7	-2	2	-2	-1	-1	-0.1
Cc1ccc(-c2nnn(CC(=O)Nc3ccc4nn(-c5ccccc5)nc4c3)n2)o1	6	0	-1.2	1	-3	2	2	0	0.1
Cc1nnc(SCC(=O)NC2CCCCCC2)n1C	11	4	0.3	1	-4	-8	1	3	0.3
CC1CCCCN1C(=O)CSc1nc2ccccc2[nH]1 (configuration not stated)	3	1	-2.2	0	-3	-3	0	4	0.0
C[C@H]1CN=C(N(C)C)N1CC1CCCC1	-3	-1	-0.9	-3	0	-1	-21	2	-0.2
Cc1cccc(-c2nc(C#N)c(NCc3ccco3)o2)c1	1	-4	0.3	-3	-7	3	0	3	0.0
CCCn1c(SCC(=O)NNC(=O)c2ccccc2)nnc1-c1cccnc1	4	-16	1.0	1	19	2	-4	0	-0.1
O=C(C1CCCCC1)N1CCCc2ccccc21	5	-3	1.3	-4	0	1	3	4	0.1
COC(=O)c1ccc2[nH]c(C)cc(=O)c2c1	2	-1	0.8	1	-4	-3	3	8	-0.1
Cc1ccc(Nc2nnc(SCC(=O)Nc3cc(C(=O)O)ccc3C)s2)c(C)c1	-1	-2	-0.1	-1	8	2	1	5	0.0
O=C(c1ccc([N+](=O)[O-])s1)N1CCc2ccccc21	9	0	1.6	1	-7	2	-7	-2	-0.1
O=S(=O)(Nc1cccc(-c2ccc3nncn3n2)c1)c1ccccc1F	-4	1	0.1	2	-6	2	4	-1	0.2
CN(CC(=O)NC1CCCCCC1)S(=O)(=O)c1ccc(F)cc1	3	-4	3.0	1	-3	-3	-1	12	-0.1
CC1(C)CC(=O)c2ccc(O)cc2O1	0	4	-0.7	-2	-3	0	1	7	-0.2
COc1ccc([C@@H]2CC=C(C(=O)O)[C@H](c3ccc(F)cc3)N2S(=O)(=O)c2ccc(Cl)cc2)cc1	-8	-4	2.5	-3	-4	5	16	-3	0.2
Cc1[nH]nc(Sc2ccccn2)c1[N+](=O)[O-]	1	-3	1.2	2	-5	3	-7	7	1.0
O=C(NCc1ccncc1)c1cc(C(=O)C2CCCCC2)c[nH]1	-1	0	0.9	1	6	2	-15	-10	0.2
O=C(CN1CCN(c2ccccc2)CC1)Nc1ccccc1Cl	12	1	3.1	-1	-8	-3	1	5	-0.1
Cc1ccc(NS(=O)(=O)c2cc(C(=O)NCc3ccccn3)ccc2Cl)cc1C	-3	0	2.4	1	-5	1	-2	10	0.0
CN(C(=O)CSc1nnc(C(F)(F)F)n1N)C1CCS(=O)(=O)C1 (configuration not stated)	4	-1	1.1	-4	9	-4	-5	-8	0.4
CC(NC(=O)c1ccccc1)C(=O)NC1=NCCS1 (configuration not stated)	-4	-1	-2.1	-1	-9	-1	0	7	0.1
Cc1nn(-c2ccccc2)c(C)c1NC(=O)COC(=O)c1cc(Br)ccc1O	-2	1	0.1	3	2	-6	1	1	0.1
COC(=O)c1ccc2c(=O)n(Cc3ccc(C(=O)NC(C)C)cc3)c(=S)[nH]c2c1	9	3	-0.9	1	-7	-3	3	0	0.0
CC(C)(C)c1ccc(CSc2nnc(-c3ccccc3NC(=O)c3ccccc3)o2)cc1	15	1	1.2	1	0	-2	-4	11	0.2
Cn1c(SCC(=O)NNC(=O)Cc2ccccc2)nnc1-c1ccccc1	-5	-1	-0.1	4	-9	-1	1	3	0.0
COc1ccc(/C=C/C(=O)N2CCN(C)CC2)cc1OC	-6	1	2.3	0	-4	-3	-7	6	0.4
COc1ccc(S(=O)(=O)Nc2cccc(F)c2)cc1C	0	0	-3.1	-4	5	0	3	-2	0.1
CC(CCc1ccccc1)NCc1ccc(Cl)cc1Cl (configuration not stated)	0	-4	4.0	-2	-3	4	-6	-5	0.2
C#Cc1ccc2c(c1)COc1c3ccccc3nn1-2	5	-1	3.0	-1	3	2	6	-3	0.0
Fc1ccccc1COc1cccc(/C=N/n2cnnc2)c1	3	5	4.8	0	3	-3	0	-1	0.0
COCc1c(C(=O)N2CCN(c3ncccn3)CC2)oc2ccccc12	4	x	-1.9	x	1	-3	x	4	0.0
CC(C)[C@H](NC(=O)[C@@H]1Cc2ccccc2CN1)C(=O)Nc1ccc2c(c1)OCO2	9	4	2.4	-3	7	6	16	1	0.0
COc1ccc(C)cc1S(=O)(=O)N1CCN(c2ccccc2)CC1	-9	-3	-0.1	2	12	-1	10	10	0.2
Cc1c(C)c2ccc(OCC(=O)N(C)C)c(C)c2oc1=O	0	-4	3.7	-2	0	5	9	-3	0.1
CCOc1ccc(S(=O)(=O)N2CCC(C(=O)N3CCc4ccccc4C3)CC2)cc1	5	1	1.5	2	-21	3	15	1	-0.1
Cc1cc(NC(=O)CSc2nnc(-c3ccco3)n2N)no1	8	x	x	x	8	x	x	-5	0.3
CCOC(=O)c1sc2nc(CC(=O)OC)nc(N3CCN(c4ccccn4)CC3)c2c1C	3	4	2.0	-3	3	-1	10	4	0.2
S=c1[nH]nc(Cc2ccc(Cl)cc2)o1	-5	3	0.0	0	6	1	-1	-10	0.0

Arranged by the number under Efflux pump inh (largest number first): 3 from the list above.
| mol | procasp3 activ | PP5 primary | TPT1 inhibitor | JMJD2C inh | core dimer inh | Efflux pump inh |
| --- | --- | --- | --- | --- | --- | --- |
| CC(CCc1ccccc1)NCc1ccc(Cl)cc1Cl (configuration not stated) | 0 | 4.0 | -2 | -3 | -6 | 0.2 |
| O=C(C1CCCCC1)N1CCCc2ccccc21 | 5 | 1.3 | -4 | 0 | 3 | 0.1 |
| COC(=O)c1ccc2c(=O)n(Cc3ccc(C(=O)NC(C)C)cc3)c(=S)[nH]c2c1 | 9 | -0.9 | 1 | -7 | 3 | 0.0 |

The list goes on.
SMILES	procasp3 activ	Fh CTSL1 inh	PP5 primary	TPT1 inhibitor	JMJD2C inh	PP1 counter	core dimer inh	procasp7 counter	Efflux pump inh
CCOC(=O)N1CCN(C(=O)c2oc3ccc(S(=O)(=O)N4CC(C)CC(C)C4)cc3c2C)CC1 (configuration not stated)	3	-3	1.8	0	-5	0	13	-6	0.1
[O-]C1=N/[N+](=C/c2ccc(Cl)c(Cl)c2)CC1	-7	-1	2.8	-1	-5	-2	-3	-13	0.1
Cc1cc(-c2nnc(CCC(=O)NCCc3ccccc3F)o2)no1	-3	4	3.0	2	10	2	-7	2	0.4
Cn1c(=O)c(NCCc2ccccc2)c2c3c(cccc31)C(=O)c1ccccc1-2	-6	1	-30	-51	-1	-35	14	-13	0.0
CCN(C(=O)CN1CCCCC1)c1c(N)n(Cc2ccccc2)c(=O)[nH]c1=O	-3	x	1.1	x	4	-2	x	7	-0.1
COC(=O)NNC(=S)Nc1ccc(Br)cc1	-8	-3	0.4	0	2	0	-2	-13	0.1
CC(=O)Nc1ccc(C(=O)OCC(=O)c2ccc(C)c([N+](=O)[O-])c2)cc1	3	-5	2.6	4	7	-1	6	1	0.1
Cc1cc(C)n2c(SCc3ccc(C#N)cc3)nnc2n1	-2	-3	-2.3	1	4	-3	0	1	0.1
O=C(NCCSc1ncc(-c2ccccc2)[nH]1)c1ccco1	1	4	-0.1	-2	15	-4	0	5	0.1
O=C(/C=C/c1ccco1)Nc1ccc(S(=O)(=O)N2CCOCC2)cc1	0	3	3.5	5	-2	4	23	6	-0.1
CCN(CC(=O)Nc1c(F)cccc1F)C(=O)CCCc1cccs1	10	x	0.8	x	5	-2	x	12	-0.2
O=C(c1ccc2c(=O)n(Cc3ccc(Cl)cc3)c(=S)[nH]c2c1)N1CCCC1	2	1	-0.1	-2	-6	0	10	6	-0.2
CSC(C1CCCC1)n1nnc2ccccc21 (configuration not stated)	4	0	1.7	2	4	3	-6	2	0.1
O=C(Nc1ccc(-c2nc3ccccc3o2)cc1)c1cccnc1	6	4	2.6	1	4	7	-4	1	0.2
COc1ccc(NS(=O)(=O)c2cccc(NC(=O)COc3ccccc3[N+](=O)[O-])c2)cc1	1	x	x	x	-2	x	x	12	0.2
O=[N+]([O-])c1ccc(Cl)c(/C=N/n2c(COc3ccccc3)n[nH]c2=S)c1	-6	1	-0.9	-3	3	-3	-2	3	0.3
O=C(Nc1cccnc1)c1cc(-c2ccc(Cl)cc2Cl)on1	1	-5	0.8	1	-162	-4	-21	-1	-0.1
COc1cccc(CC(=O)OCC(=O)NC2(C#N)CCCC2)c1	-10	x	-0.7	x	-1	0	x	-2	0.1
OCCNCc1ccc(-c2ccccc2)cc1	4	-2	-1.4	-2	-4	4	-12	6	-0.1
O=C(Cn1nc(-c2ccccc2Cl)ccc1=O)Nc1ccc(Br)cc1	3	0	4.2	0	3	1	3	3	0.1
O=C(CCCn1c(SCc2cccc([N+](=O)[O-])c2)nc2ccccc2c1=O)NCC1CCCO1 (configuration not stated)	-2	4	1.0	-3	0	4	0	-3	-0.1
CC(C)OC(=O)c1ccc(NC(=O)c2ccccc2)cc1	3	-3	3.6	-2	7	-1	5	1	-0.1
CCOc1cccc(C=NCCc2ccc(OC)c(OC)c2)c1O	5	1	-0.2	0	10	8	6	0	0.0
COc1ccc2cc[nH]c2c1	1	0	-0.1	3	-4	-2	-6	8	0.0
O=C(COC(=O)c1ccccc1Br)NC1CCCCCCC1	4	x	x	x	-2	x	x	-3	0.1
Cc1cccc(C)c1OCC(=O)Nc1ccc(S(=O)(=O)Nc2ccccn2)cc1	-6	-8	-0.7	-2	-23	-5	-3	-6	0.2
C=CCn1c(C)cc(C(=O)CSc2nc3ccccc3c(=O)[nH]2)c1C	0	-4	-0.8	2	5	4	6	-3	-0.2
CSc1ccccc1OCc1cc(C(=O)NCCn2nc(C)cc2C)no1	5	3	2.2	5	-17	0	-4	9	0.0
CCN(Cc1ccccc1)C(=O)c1oc2ccc(C)cc2c1C	2	6	3.8	-2	-5	4	5	-2	0.0
C=CCn1c(SCC(=O)Nc2cccnc2Cl)nnc1-c1ccc(C(C)(C)C)cc1	3	2	2.0	0	-2	4	-2	3	1.1
CC(/C=N/NC(=O)c1cccc(F)c1)=C\c1ccccc1	2	3	1.8	-1	-75	-7	1	-5	1.3
CCCc1cc(C(=O)NC(C)C2CCCO2)cs1 (configuration not stated)	9	0	-0.9	-4	21	0	-7	3	-0.1
COc1ccc(CNC(=O)CCCn2nc(C)c3c(C)n(-c4ccc(C)cc4)nc3c2=O)cc1	13	1	1.2	0	9	-5	14	1	-0.1

Two compounds from above, reduced to Efflux pump inh:
canonical_smiles | Efflux pump inh
Cc1cccc(-c2nc(C#N)c(NCc3ccco3)o2)c1 | 0.0
CCCn1c(SCC(=O)NNC(=O)c2ccccc2)nnc1-c1cccnc1 | -0.1
